D1 antag – blocks dopamine activation of the human D1 receptor. P21728. HEK293 TREx D1 cells, calcium flux, dopamine EC80; active compounds read low. activity change, negative = inhibition, % at 10 µM. 3.2% of 360,000 active. AID 504652; in the data active = activity change below about -30%; also: % is scaled to controls: 0 for no effect and ±100 for the full control effect
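Cells carrying a force-coupled, tetracycline-inducible human D1 receptor report calcium flux. Each well gets a 10 s baseline, compound with 180 s monitoring, then an EC80 dopamine stimulus with a second 180 s kinetic read.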
D1 ag – human D1 receptor agonism. P21728. activation, % at 2 µM. 1% of 360,000 active. HEK293 T-REx D1 cells, calcium flux, agonist mode; in the data active = activation above about 30%; also: 0% is about no effect
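Agonism was scored from calcium flux recorded over 180 s (1 read/s) after pintool compound addition, following a 10-cycle baseline. Cells were inducible force-coupled HEK293 TREx D1, plated overnight at 30 C and loaded with no-wash calcium dye.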
D2 PAM – D2 dopamine receptor (human) potentiation. HEK293 T-REx D2, calcium flux, EC20 dopamine potentiation. potentiation, % at 10 µM. 0.34% of 340,000 active;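 active = potentiation over 3 SD above the plate norm, cut at about 30% in these data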; also: 0% is about no effect
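Potentiation of an EC20 dopamine calcium response measured kinetically over 180 s, after a preceding 180 s compound-only read flagging agonists. Cells: inducible Hek293 Trex D2 line, 4000/well, cultured overnight at 30 C before dye loading.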
Vif-APOBEC3F blk – blocks the Vif interaction with APOBEC3F. HeLa A3F-eYFP + Vif (tagged APOBEC3F with the HIV-1 protein that degrades it), YFP fluorescence increase. Potency, µM (series often up to 46.1 µM), inactives show at the top dose activity, negative = active. 0.2% of 390,000 active; also: potency is read from the fitted curve at half-maximal effect; % of control where 0% means no effect; nearly all actives have a fitted effect of over 65% in size
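HeLa cells stably expressing A3F-eYFP plus Vif, plated and incubated overnight at 37 deg C, then exposed to compounds overnight at 37 deg C. Blocked degradation read as raised yellow fluorescence (Ex 488/Em 500-530).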
Vif-A3G inh – blocks the Vif interaction with human APOBEC3G; HeLa A3G-eYFP + Vif (tagged APOBEC3G with the HIV-1 protein that degrades it), YFP fluorescence, overnight; Potency, µM (doses to about 46.1 µM), inactives show top-dose activity, negative = active, hits mostly inhibitors; 0.076% of 410,000 active; AID 602310;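 also: potency is read from the fitted curve at half-maximal effect; % is scaled to controls: 0 for no effect and ±100 for the full control effect; nearly all actives have a fitted effect of over 60% in size; hits raise eYFP signal because A3G escapes Vif-driven loss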
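Read-out is eYFP fluorescence (Ex 488/Em 500-530) from Vif-expressing HeLa A3G-eYFP cells; more signal means A3G escaped Vif-mediated degradation. Cells plated overnight, compound pinned in, incubated overnight at 37 deg C.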
RXFP1 agonist – RXFP1 (human) receptor agonism. Q9HBX9. HEK293T-RXFP1 cAMP TR-FRET, 30 min; response scale: percent of porcine relaxin response, buffer zero. Potency, µM (series often up to 57.5 µM), inactives show at the highest dose activation, hits mostly activators. 0.3% of 370,000 active. AID 2676; also: potency is read from the fitted curve at half-maximal effect; % is scaled to controls: 0 for no effect and ±100 for the full control effect; nearly all actives have a fitted effect of over 60% in size; many of its hits are not listed in these tables
Target sequence (Q9HBX9 whole entry, looked up): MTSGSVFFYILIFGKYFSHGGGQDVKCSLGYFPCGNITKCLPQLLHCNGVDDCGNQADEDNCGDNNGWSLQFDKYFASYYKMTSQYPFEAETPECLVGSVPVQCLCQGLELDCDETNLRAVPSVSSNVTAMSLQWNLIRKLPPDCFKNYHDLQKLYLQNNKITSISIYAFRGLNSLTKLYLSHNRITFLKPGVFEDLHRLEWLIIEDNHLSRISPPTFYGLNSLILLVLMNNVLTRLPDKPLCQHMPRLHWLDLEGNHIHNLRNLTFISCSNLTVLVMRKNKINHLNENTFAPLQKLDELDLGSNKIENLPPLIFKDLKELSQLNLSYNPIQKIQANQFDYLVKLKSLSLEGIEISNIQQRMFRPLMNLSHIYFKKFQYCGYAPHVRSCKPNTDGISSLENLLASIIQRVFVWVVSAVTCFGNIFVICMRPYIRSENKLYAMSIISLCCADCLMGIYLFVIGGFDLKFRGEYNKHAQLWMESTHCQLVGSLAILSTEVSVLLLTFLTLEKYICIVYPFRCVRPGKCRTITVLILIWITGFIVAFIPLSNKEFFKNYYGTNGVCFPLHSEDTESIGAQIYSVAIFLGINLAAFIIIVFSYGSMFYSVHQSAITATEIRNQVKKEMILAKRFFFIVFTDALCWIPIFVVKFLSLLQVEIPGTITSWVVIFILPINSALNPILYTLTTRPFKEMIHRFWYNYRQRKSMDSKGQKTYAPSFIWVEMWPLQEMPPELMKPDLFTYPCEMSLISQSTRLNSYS
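cAMP rise read by TR-FRET after 30 min, 37C compound exposure (up to 58 uM) in RXFP1-transfected HEK293 cells with Ro 20174 present. EC50 from Hill-equation fits, with 29 nM porcine relaxin as 100% and buffer as basal.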
Glioma ERSR ind – inducers of ER stress response in human glioma cells; 0.02% of 420,000 active; AID 602332; U87-MG GRP78 promoter luciferase reporter, 16 h; Potency, µM, inactives show at the top dose activation, hits mostly activators; also: potency is read from the fitted curve at half-maximal effect; series mostly up to about 76 µM; % of control where 0% means no effect; nearly all actives have a fitted effect of over 35% in size
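ERSR induction read as luciferase luminescence (Bright-Glo, 10 min at room temperature) in stably transfected human U87-MG glioma cells exposed to compounds for 16 h, using GRP78 as sensor.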
D1 PAM – potentiators of human D1 dopamine receptor; 0.036% of 360,000 active; potentiation, % at 10 µM; P21728; HEK293 TREx D1 cells, calcium flux, dopamine EC20 potentiation; in the data active = potentiation above about 30%; also: 0% is about no effect
RXFP1 antag – RXFP1 (human) relaxin receptor antagonism; Q9HBX9; HEK293-RXFP1, relaxin-stimulated cAMP HTRF, 30 min; active compounds read low; activity change, negative = inhibition, % at 57.5 µM; 0.59% of 350,000 active; AID 1259400;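 active = activity change of -60% or lower, but not beyond a set lower limit; inconclusive = change between -60% and -40%, or beyond the set limit; inactive = change above -40%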; also: % is scaled to controls: 0 for no effect and ±100 for the full control effect
Numbers without * were called inactive; ? = inconclusive; / = not tested or not shown. Unless noted, calls follow the shape of the dose curve; as a rule, active = well fitted curve in the direction sought with a large enough effect; inconclusive = small, poorly fitted or top-dose-only effect, or another doubt; inactive = no such curve, though single readings can be large; an effect the other way counts as inactive or inconclusive.

D1 antag | D1 ag | D2 PAM | Vif-APOBEC3F blk | Vif-A3G inh | RXFP1 agonist | Glioma ERSR ind | D1 PAM | RXFP1 antag | smiles
6 | 3 | -4 | -17% | -8% | 5.4% | -5% | -3 | -16 | COc1ccccc1-c1cc(C(F)(F)F)nc(N2CCOCC2)n1
16 | -1 | -3 | -12% | 0% | 2.2% | -5% | -6 | 6 | CCCc1c(O)nc(SCCN(CC)CC)[nH]c1=O
-11 | 4 | 11 | -2% | -16% | -0.5% | -1% | -1 | -7 | CC(=O)Nc1ccc(NS(=O)(=O)c2cc(-c3cnc(C4CC4)o3)ccc2C)cc1
7 | 4 | -2 | 1% | 2% | 0.1% | 1% | 1 | 2 | CC(=O)Nc1ccc(Nc2ccc([N+](=O)[O-])cn2)cc1
-19 | 2 | 4 | 1% | -2% | 0.7% | -2% | -7 | 3 | CN(c1ccccc1)S(=O)(=O)c1ccc(C(=O)Nc2nnc(C3CC3)o2)cc1
/ | / | / | 6% | -1% | / | -5% | / | -18 | CCOc1ncccc1C(=O)OCC(=O)Nc1cc(C(C)(C)C)ccc1OC
/ | 0 | -8 | 2% | 1% | -0.6% | -3% | 0 | -11 | COc1ccc(CNC(=O)Cn2c(=O)n3nc(-c4ccc(OC)cc4)nc3c3ccccc32)cc1
-5 | -1 | 7 | -10% | ? | 0.2% | -7% | -1 | -8 | CCOc1ccc(S(=O)(=O)NCc2ccccn2)cc1NC(=O)c1ccccc1F
11 | 0 | -2 | -3% | 1% | -0.2% | -4% | 4 | / | Cc1ccc(-n2nc3c(c2NC(=O)CC(C)C)CS(=O)C3)cc1 (configuration not stated)
5 | 3 | -5 | -12% | 2% | 6.2% | 9% | -6 | -12 | S=C(NCCC(c1ccccc1)c1ccccc1)Nc1ccccc1Cl
-21 | 2 | 0 | 7% | 2% | 0.3% | -3% | -7 | 7 | CCn1c(SCC(=O)NNC(=O)c2ccc(C)cc2)nnc1C1CC1
3 | 1 | -10 | / | -5% | 0.1% | -1% | -1 | -11 | COc1c(C(=O)Nc2c(C)n(C)n(-c3ccccc3)c2=O)ccc2ccccc12
11 | 0 | -7 | 0% | 0% | 3.3% | -3% | 4 | 7 | CCNC(=O)NC1(C(=O)Nc2ccc3c(c2)OCCO3)CCCCC1
6 | 10 | -8 | 4% | 0% | -0.2% | -1% | -4 | 3 | CNC(=O)c1ccc(NC(=O)CCNC(=O)Nc2ccccc2)cc1
1 | 0 | -3 | 17% | 0% | -0.2% | 3% | -2 | -15 | CC(=O)Nc1sc(N/N=C/c2ccccc2)nc1-c1ccc(C)cc1
-28 | 6 | 12 | 6% | 1% | 0.8% | -1% | 0 | -8 | O=C(CNCc1ccc(F)cc1)Nc1ccccc1[N+](=O)[O-]
-11 | 4 | -2 | / | 1% | 0.3% | -4% | 1 | -16 | NC(=O)CSc1nnc(CNc2ccc(F)cc2)n1CC1CCCO1 (configuration not stated)
6 | -1 | -11 | -15% | -3% | 1.3% | -8% | -4 | -9 | O=C(COc1ccc(Br)cc1Cl)Nc1ncn[nH]1
-33* | 5 | -17 | -1% | 0% | 1.5% | -5% | -6 | 7 | COC(=O)c1ccc(NC2CC(=O)N(c3ccccc3C)C2=O)cc1 (configuration not stated)
-8 | 4 | 7 | 11% | 0% | 1.0% | 3% | -8 | -17 | O=C(Nc1ccc(Br)cc1)N1CCCCC1
0 | 1 | 9 | 2% | 1% | 0.0% | -1% | 2 | -7 | COc1ccc(OC)c2c(N)c(C#N)c(C(F)(F)C(F)(F)F)nc12
3 | 1 | 3 | ? | -2% | -0.6% | -15% | -1 | 3 | Cc1ccc(C)c(NC(=S)NNc2ccc(F)cc2F)c1
18 | 1 | 14 | 2% | -5% | 0.9% | 1% | -4 | -11 | CSc1nncn1/N=C/c1ccc2c(c1)OCO2
-7 | 4 | 2 | -6% | 4% | -0.8% | -1% | -1 | 15 | CC(=O)N1c2ccc(S(=O)(=O)N(C)CC(=O)Nc3ccccc3C)cc2CC1C (configuration not stated)
8 | 0 | 6 | 1% | 4% | -3.6% | -1% | -2 | 1 | Cc1cccc(Cn2c(C)c(CNC3CCCCC3)c(C(=O)O)c2C)c1

Record cards, from the list above:
Record of CSc1nncn1/N=C/c1ccc2c(c1)OCO2 → D1 antag = 18; D1 ag = 1; D2 PAM = 14; Vif-APOBEC3F blk = 2%; Vif-A3G inh = -5%; RXFP1 agonist = 0.9%; Glioma ERSR ind = 1%; D1 PAM = -4; RXFP1 antag = -11
Record of O=C(CNCc1ccc(F)cc1)Nc1ccccc1[N+](=O)[O-] → D1 antag = -28; D1 ag = 6; D2 PAM = 12; Vif-APOBEC3F blk = 6%; Vif-A3G inh = 1%; RXFP1 agonist = 0.8%; Glioma ERSR ind = -1%; D1 PAM = 0; RXFP1 antag = -8

(list continues)
D1 antag | D1 ag | D2 PAM | Vif-APOBEC3F blk | Vif-A3G inh | RXFP1 agonist | Glioma ERSR ind | D1 PAM | RXFP1 antag | smiles
7 | 5 | 0 | 1% | -4% | -1.1% | -4% | -7 | 4 | COc1ccc(CC(=O)OCC(=O)c2c(N)n(C)c(=O)n(C)c2=O)cc1OC
-10 | 1 | 18 | 1% | -2% | 0.9% | -3% | -5 | 13 | O=C(COC(=O)c1cccc(S(=O)(=O)N2CCOCC2)c1)Nc1ccc2c(c1)OCO2
-5 | 1 | -1 | -5% | 4% | -1.8% | -1% | -6 | -15 | O=C(NCC(=O)N1CCC2(CC1)NCCc1[nH]cnc12)c1ccc(Br)cc1
10 | 2 | -4 | -3% | -2% | 0.5% | 8% | 0 | / | CCCOc1ccc(-c2nc(OC)c3ccccc3n2)cc1
1 | 1 | 5 | -1% | -2% | 4.9% | 1% | 6 | 11 | Cc1cc(SCC(=O)NC(=O)NCc2ccco2)nc2c(C)cccc12
3 | 2 | / | -19% | 0% | 25% | -2% | 3 | -7 | COc1cccc(CNC(=O)C2CCCN(c3nc4ccccc4n4cccc34)C2)c1 (configuration not stated)
11 | 0 | -10 | 6% | -2% | 1.0% | -7% | -1 | -3 | Cc1ccnc(NS(=O)(=O)c2ccc(NS(=O)(=O)c3ccccc3)cc2)n1
5 | 0 | / | 1% | 2% | -0.9% | -3% | -6 | -6 | Cc1cc(NC(=O)C2CC(=O)N(c3ccc(F)cc3)C2)no1 (configuration not stated)
-4 | 2 | -21 | -8% | -1% | -2.9% | -4% | -4 | -6 | COc1ccccc1NS(=O)(=O)c1cc(C(=O)NCC(c2ccco2)N(C)C)ccc1C (configuration not stated)
-3 | 0 | -3 | -1% | -1% | -2.9% | -6% | 4 | -16 | Cc1ccccc1C(=O)Nc1ccnn1C1CCN(Cc2ccc(CO)o2)CC1
-3 | 0 | 3 | -11% | -1% | 0.1% | -3% | 3 | 2 | CCC1CCc2c(sc(NC(=O)c3cnccn3)c2C(N)=O)C1 (configuration not stated)
-17 | -1 | 5 | -1% | -3% | -0.2% | 1% | -4 | 9 | CCCn1nnc(NC(=O)c2ccc(Br)o2)n1
6 | 4 | -3 | 4% | 1% | 0.4% | -1% | 1 | -2 | CC(=O)N1N=C(c2cccc(O)c2)CC1c1cccs1 (configuration not stated)
-19 | 11 | 11 | ? | ? | 4.2% | -1% | -7 | 0 | CCN1C(=O)[C@@H]2Cc3c([nH]c4ccccc34)C(c3ccc(OC)cc3)N2C1=S (some centres not stated)
/ | 3 | -11 | 1% | 1% | -0.2% | -3% | -3 | -8 | Cc1nc2ccc(NC(=O)c3ccc(S(=O)(=O)N4CCOCC4)cc3)cc2s1
-14 | 1 | 2 | 9% | -2% | -1.7% | -4% | 0 | / | Cc1ccc(NC(=O)Cn2c(=O)ccc3cc(S(=O)(=O)N4CCC(C)CC4)ccc32)c(C)c1
0 | 1 | / | -1% | -3% | 1.0% | 3% | 0 | -4 | CC1CCN(C(=O)COC(=O)c2cc(Cl)cc(Cl)c2N)CC1
8 | 0 | 13 | 0% | 0% | -0.2% | -3% | -4 | 12 | O=C(CCn1nc(-c2ccccc2)ccc1=O)N1CCN(c2ccccc2)CC1

Sorted by length of the SMILES (largest number first): four of the compounds above.
D1 antag | D1 ag | D2 PAM | Vif-APOBEC3F blk | Vif-A3G inh | RXFP1 agonist | Glioma ERSR ind | D1 PAM | RXFP1 antag | smiles
7 | 5 | 0 | 1% | -4% | -1.1% | -4% | -7 | 4 | COc1ccc(CC(=O)OCC(=O)c2c(N)n(C)c(=O)n(C)c2=O)cc1OC
8 | 0 | 13 | 0% | 0% | -0.2% | -3% | -4 | 12 | O=C(CCn1nc(-c2ccccc2)ccc1=O)N1CCN(c2ccccc2)CC1
0 | 1 | / | -1% | -3% | 1.0% | 3% | 0 | -4 | CC1CCN(C(=O)COC(=O)c2cc(Cl)cc(Cl)c2N)CC1
-3 | 0 | 3 | -11% | -1% | 0.1% | -3% | 3 | 2 | CCC1CCc2c(sc(NC(=O)c3cnccn3)c2C(N)=O)C1 (configuration not stated)

2 compounds picked at random from those above, as already listed:
D1 antag | D1 ag | D2 PAM | Vif-APOBEC3F blk | Vif-A3G inh | RXFP1 agonist | Glioma ERSR ind | D1 PAM | RXFP1 antag | smiles
/ | 3 | -11 | 1% | 1% | -0.2% | -3% | -3 | -8 | Cc1nc2ccc(NC(=O)c3ccc(S(=O)(=O)N4CCOCC4)cc3)cc2s1
-3 | 0 | -3 | -1% | -1% | -2.9% | -6% | 4 | -16 | Cc1ccccc1C(=O)Nc1ccnn1C1CCN(Cc2ccc(CO)o2)CC1

The list is partial; count on the stated rates, not on these rows.
